mcGAS lum: cyclic GMP-AMP synthase inhibitors, mouse, primary biochemical chemiluminescence | recombinant cGAS, Kinase-Glo ATP depletion luminescence | inhibition, % at 12.5 µM | 160,000 tested, 0.15% active | AID 1259399, 2018;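 note: 0% = negative control wells and 100% = reference inhibitor with no enzyme activity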
NPYLR7 agonist: agonists of mosquito NPYLR7 receptor, primary screen, cell-based, Aedes aegypti, calcium fluorescence, mosquito biting behavior; Aedes aegypti neuropeptide Y-like receptor 7 (NPYLR7); 270,000 tested, 0.15% active; AID 1259423, 2018; activation, % at 10 µM; HEK293T NPYLR7/Galpha15, GCaMP6s calcium fluorescence; in the data active = activation above about 40%;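 note: 0% = vehicle and 100% = reference agonist at the receptor; some compounds past the cut are filed as inactive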
hcGAS inh: Primary biochemical luminescence assay for human cyclic GMP-AMP synthase inhibitors; Q8N884; recombinant h-cGAS, ATP depletion, Kinase-Glo luminescence; inhibition, % at 12.5 µM; 290,000 tested, 0.081% active;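 note: 0% = vehicle reaction and 100% = reaction without DNA for no activity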
Target sequence (Q8N884 whole entry, looked up): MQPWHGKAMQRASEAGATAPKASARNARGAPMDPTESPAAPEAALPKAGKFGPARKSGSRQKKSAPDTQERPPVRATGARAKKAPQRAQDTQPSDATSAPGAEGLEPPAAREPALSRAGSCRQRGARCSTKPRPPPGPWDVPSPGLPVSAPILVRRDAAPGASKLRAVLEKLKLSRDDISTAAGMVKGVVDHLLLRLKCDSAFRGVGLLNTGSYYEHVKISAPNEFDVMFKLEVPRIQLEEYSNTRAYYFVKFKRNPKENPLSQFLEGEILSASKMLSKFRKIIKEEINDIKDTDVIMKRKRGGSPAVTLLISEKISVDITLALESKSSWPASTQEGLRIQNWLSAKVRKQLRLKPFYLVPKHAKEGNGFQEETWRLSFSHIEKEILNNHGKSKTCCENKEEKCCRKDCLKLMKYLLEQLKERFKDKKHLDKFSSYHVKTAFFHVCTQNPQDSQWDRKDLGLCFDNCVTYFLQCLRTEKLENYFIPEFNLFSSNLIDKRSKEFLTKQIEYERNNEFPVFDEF
Numbers without * were called inactive; . = no result given; + = active, no number; & = joins results of further samples. Cut-off read from the data, not from the text of the source, unless noted: active = inhibition above about 40%; inactive = the rest.

Under each structure – NPYLR7 agonist	mcGAS lum	hcGAS inh
> C=CCN(CCO)Cc1nc(-c2cc(Br)cs2)no1
  0.0	.	5.3
> CCOc1ccc(NC(=O)NCCN2CCN(c3nc(Cc4cccc(OC)c4)ns3)CC2)cc1
  -9.8	-4.6	-15.8
> CCc1ccc2nc(CCC(F)(F)F)[nH]c(=O)c2c1
  1.9	.	-8.9
> CCOC(=O)N1CCC(=C2c3ccc(Cl)cc3CCc3cccnc32)CC1
  -14.9&2.4&2.1	-5.7&-4.6	-6.8&-2.4&-5.5
> CCOC(=O)c1nnn(-c2nonc2-n2cccc2)c1C
  6.4	.	-0.2
> CCc1nc(SCC(=O)NC(C)Cc2ccncc2)n[nH]1 (stereo unspecified)
  10.3	.	-3.4
> Cc1ncc([N+](=O)[O-])n1CCn1c([N+](=O)[O-])cnc1C
  -3.5	.	-10.5
> CC(=O)CSc1nc2c(cnn2CCO)c(=O)[nH]1
  3.0	.	-7.3
> CC(C)(C)NC(=O)C(=Cc1ccco1)NC(=O)c1ccccc1
  -2.7	-5.1	-2.3
> CCn1c(CN2CCC3(CCCN(CC4CCC4)C3)C2)nc2ccccc21 (stereo unspecified)
  8.5	.	-10.1
> CCC(C)C(NC(=O)c1ccc([N+](=O)[O-])cc1)C(=O)Nc1nnc(-c2ccc3c(c2)OCO3)s1 (stereo unspecified)
  0.3	-6.9	-16.1
> c1ccc(Cc2nnc3sc(-c4ccco4)nn23)cc1
  -1.4	.	2.5
> CN(Cc1ccc(C(=O)Nc2ccc3[nH]ncc3c2)cc1)Cc1cnccn1
  8.4	.	-7.5
> C[C@@]1(O)CCN(C(=O)C2(Cn3cccn3)CC2)C[C@@H]1O
  .	-4.1	1.0
> CC1Cc2cc(S(N)(=O)=O)ccc2N1Cc1cc2c(cc1Br)OCCO2 (stereo unspecified)
  1.7&6.8	-5.5&-5.3	-3.8&-3.1
> CN(Cc1ccccc1)C(=O)c1nn(C)c2c1CC(N1CCN(c3ccccc3O)CC1)CC2 (stereo unspecified)
  12.6	-3.4	6.5
> N#Cc1c(F)cccc1NC1(CO)CCCC1
  -3.3	.	-14.8
> COC(=O)c1ccc(C(=O)OC)c(NC(=O)c2cc3cc(Cl)ccc3oc2=O)c1
  -1.4	-6.3	-6.0
> CCOc1ccc(NC(=O)N2CCSC2c2ccc(Cl)cc2Cl)cc1 (stereo unspecified)
  20.8	-5.9	-5.6
> CC1(C(=O)NS(=O)(=O)c2cccc(F)c2)CCN1C(=O)c1ccccc1 (stereo unspecified)
  -0.7	.	-9.1
> COc1ccc(OC)c(-c2cnc(-c3cccc(CNC(=O)c4c(C(C)C)cc(C(C)C)cc4C(C)C)c3)[nH]2)c1
  1.6	-7.4	-5.0
> COc1ccc(OC)c(-c2cc(C(=O)N3CCC(c4nnc(C5CC5)o4)CC3)n(C)n2)c1
  -3.9	.	2.7
> Clc1ccccc1C1CCN(Cc2nc(-c3cccs3)no2)C1 (stereo unspecified)
  -0.8	-5.2	-2.5
> CCN(CCn1cccn1)Cc1cn[nH]c1-c1cc(OC)c(OC)c(OC)c1
  3.3	.	-10.3
> CCc1ccc(NC(=O)NCCOc2ccc3nnc(-c4cccc(OC)c4)n3n2)cc1
  -0.8	-9.0	-5.1
> COc1cccc(NC(=O)CN2CN(c3ccccc3)C3(CCN(C(=O)Nc4ccccc4F)CC3)C2=O)c1
  .	-3.9	-2.3
> Cc1nc(S(=O)(=O)N(C2CCCC2)C2CCCC2)cn1C
  4.4	-13.3	-7.1
> CCCc1nc(NCc2nc(-c3ccccc3)n[nH]2)c2cnn(C)c2n1
  0.3	.	-10.0
> CCOC(=O)c1nn(-c2ccccc2C)c(=O)cc1N1CCN(C(C)=O)CC1
  7.6	.	-4.2
> COCC1(C(=O)NCCS(=O)(=O)N2CCCC2)CCC1
  5.4	.	-6.7
> Cc1nn(-c2ccc(C(=O)N(C)C3(C#N)CCC3)cc2)c(C)c1Br
  -1.6	.	-8.6
> Cc1sc2nc(CN3CCCC3)nc(Sc3nnc(C4CCCCC4)o3)c2c1C
  4.2	1.8	-3.9
> Cc1c(C(=O)OC(C)C#N)oc2c(F)cccc12 (stereo unspecified)
  0.9	.	-0.7
> CCOCCCN1COc2ccc3c(=O)c(Oc4ccccc4OCC)coc3c2C1
  -7.2	-10.4	-7.6
> O=C(C1CC1)N1CCC(c2nc(-c3cccnc3)no2)CC1
  1.7	0.8	-1.5
> COc1ccc(C2CC(=O)C3C(=Nc4ccccc4NC3c3ccncc3)C2)cc1OC (stereo unspecified)
  -9.3	-1.3	-6.4
> O=C(NC1CC(=O)N(Cc2cccc(F)c2)C1)c1cn2cccnc2n1 (stereo unspecified)
  6.1	.	-1.7
> CCc1ccccc1NC(=O)N1CCSC1c1ccc(C(C)C)cc1 (stereo unspecified)
  -4.4	-4.2	-6.3
> S=c1[nH]nc(-c2nccc3ccccc23)n1C1CCCCC1
  -7.7	-6.5	-2.5
> C=CCOc1ccc(/C=C2\SC(=S)N(CC(=O)O)C2=O)cc1OC
  -4.1	1.6	-4.5
> CC1CN(S(=O)(=O)Cl)CC(C)O1 (stereo unspecified)
  3.4	.	-9.7
> c1csc(CNc2c3c(nc4ncnn24)CCC3)c1
  14.3	-5.2	-5.8
> N#Cc1ccc(OCCNC(=O)N2CCCCC2c2ncc[nH]2)cc1 (stereo unspecified)
  6.4	.	-4.5
> N#Cc1ccc(NS(=O)(=O)c2cc(Cl)sc2Cl)cc1
  11.0	-6.0	-8.2
> Cc1cc(N(C)C)n2nc(C(F)(F)F)c(-c3ccccc3)c2n1
  1.5	-6.6	-4.2
> CCOc1cccc(C(C)NC(=O)C2CCCCN2C(=O)OC(C)(C)C)c1 (stereo unspecified)
  22.3	.	-7.0
> Cc1ccc(-n2nnc(C(=O)Nc3ccc4oc(=O)ccc4c3)c2C)cc1C
  -4.5	-6.4	-1.5
> N#CC1C(=N)OC2=C(C(=O)CCC2)C1c1cccc(F)c1 (stereo unspecified)
  6.4	-4.0	-5.5
> CCOC(=O)C1CCCN(C(=O)C2COC3(CCN(C(=O)c4ccc(OC)c(OC)c4)CC3)N2C(=O)c2ccccc2)C1 (stereo unspecified)
  26.7	-6.8	-8.0
> Cc1ccc(N2CCn3c2nc2c3c(=O)n(Cc3ccc(F)cc3)c(=O)n2C)cc1
  4.0	.	-1.6
> O=C1CC2(CCCC2)C(=O)N1Cc1coc(-c2cccs2)n1
  2.6	-0.5	9.8
> CCc1nc(C2CCCN2C(=O)c2ccc3c(c2)[nH]c(=O)n3C)no1 (stereo unspecified)
  -7.1	.	0.4
> COc1ccc(NC(=S)N2CCC(C(=O)NC(c3ccccn3)c3ccccc3C)CC2)cc1 (stereo unspecified)
  -1.2	-1.2	0.0
> COC(=O)C(c1ccccc1F)C1C=CC(NC(=O)c2ccc(C(F)(F)F)c(F)c2)C1 (stereo unspecified)
  4.1	0.7	4.7
> COc1cccc(Oc2cc(Cl)nc(N)n2)c1
  -27.1	-0.8	4.2
> Cc1noc(C(C)Sc2nnnn2C2CCCC2)n1 (stereo unspecified)
  -0.1	.	3.6
> Nc1cc(-c2ccc(Cl)cc2)sc1-c1nnc2n1CCCCC2
  0.1	.	-9.9
> CCOC(=O)C1(CCOc2ccccc2)CCCN(Cc2cnn(CC)c2)C1 (stereo unspecified)
  8.1	.	-1.1
> Cc1cccc2c3c([nH]c12)CCN(C(=O)CC1NC(=O)c2ccccc21)C3 (stereo unspecified)
  14.4	.	-4.1
> O=C(C=Cc1ccc(Br)o1)Oc1ccc2c(c1)OCO2
  -1.9	.	-2.1

(further entries)
Under each structure – NPYLR7 agonist	mcGAS lum	hcGAS inh
> COc1ccc2c(c1)CCCN2Cc1ccc(C(N)=O)cc1
  3.2	-2.5	-6.0
> COC(=O)C1CCN(C(=O)CC2(c3ccc(-c4ccccc4)cc3)CC(=O)N(C3CC3)C2=O)CC1 (stereo unspecified)
  11.6	-10.7	-7.0
> Cc1ccc(C(=O)Nc2cccc(S(C)(=O)=O)c2)s1
  3.0	-9.7	-4.7
> CCOC(=O)c1cc(-c2cccc(NC(=O)c3cc(C)nn3C)c2)n(-c2ccccc2OC)n1
  25.0	-7.2	-2.9
> Cc1ccc(S(=O)(=O)Nc2ccc(Nc3nc(C)cc(N4CCCC4)n3)cc2)c(C)c1
  10.7	.	-6.9
> CCC(CC)C(=O)N1CCC(=O)N(C)c2ccccc2C(OCC(=O)NC)C1 (stereo unspecified)
  2.9	-6.6	-7.5
> CN(C)C(CNC(=O)COc1cccc(N2CCCC2=O)c1)c1ccco1 (stereo unspecified)
  3.0	.	-11.9
> CCCCCCn1c(-c2ccccc2)csc1=Nc1ccccc1
  -3.2	-7.2	-8.3
> CCS(=O)(=O)N1CCN(c2nccc(N3CCC(O)C3)n2)CC1 (stereo unspecified)
  2.2	.	-8.8
> O=C(O)c1ccccc1Oc1ccc(Cl)cc1Cl
  -5.5	.	-7.3
> COc1cccc(NC(=O)C(=O)Nc2ccc([N+](=O)[O-])cc2C)c1
  -4.4	.	3.4
> c1cncc(CNc2cc(-c3cnn4cccnc34)c3cc[nH]c3n2)c1
  2.1	-10.6	-5.2
> Cc1ccc(Cc2nc(CSCCc3ccccc3)cs2)cc1
  4.6	-7.3	-4.2
> NC(=O)C1CCN(C(=O)/C=C/c2cc(Br)ccc2F)CC1
  -6.8	.	-3.6
> CCN(CC)c1onc(-c2ccccc2)c1CN(CCN(C)C)C(=O)CC(C)C
  1.3	-5.0	-1.7

Retrieved by compound from the entries so far (seven):
Under each structure – NPYLR7 agonist	mcGAS lum	hcGAS inh
> CCC(C)C(NC(=O)c1ccc([N+](=O)[O-])cc1)C(=O)Nc1nnc(-c2ccc3c(c2)OCO3)s1 (stereo unspecified)
  0.3	-6.9	-16.1
> Cc1nn(-c2ccc(C(=O)N(C)C3(C#N)CCC3)cc2)c(C)c1Br
  -1.6	.	-8.6
> COc1cccc(NC(=O)C(=O)Nc2ccc([N+](=O)[O-])cc2C)c1
  -4.4	.	3.4
> CCOc1ccc(NC(=O)N2CCSC2c2ccc(Cl)cc2Cl)cc1 (stereo unspecified)
  20.8	-5.9	-5.6
> O=C(O)c1ccccc1Oc1ccc(Cl)cc1Cl
  -5.5	.	-7.3
> N#Cc1ccc(NS(=O)(=O)c2cc(Cl)sc2Cl)cc1
  11.0	-6.0	-8.2
> Cc1nc(S(=O)(=O)N(C2CCCC2)C2CCCC2)cn1C
  4.4	-13.3	-7.1

(continued)
Under each structure – NPYLR7 agonist	mcGAS lum	hcGAS inh
> COc1ccc(C(=O)COc2ccc(-c3noc(C(C)C)n3)cc2)cc1
  6.9	.	+
> c1ccc(CN2CCOC(c3nc(C4CCOC4)no3)C2)cc1 (stereo unspecified)
  3.7	.	-7.3
> Cc1cc(C)cc(C(=O)NCCc2csc(C)n2)c1
  2.4	.	-10.2
> Cc1nc(CN(C)C(=O)Nc2ccc(Cl)c(Cl)c2)n[nH]1
  6.9&8.9	-6.6	-16.0&-8.7
> COc1ccc(Br)cc1C(=O)Nc1cccc(-c2nc3ccccc3o2)c1
  -4.5	-3.2	0.2
> CCc1nc2ccc(C(=O)Nc3ccc4c(c3)OCC(=O)N4)cn2c1N(CC)CCOC
  -7.6	1.5	-2.0
> O=C(CSc1nnc(C2CC2)n1C1CC1)c1ccc2c(c1)CCC2
  8.9	.	-5.5
> O=C(NCc1ccccc1Cn1cccn1)c1cn[nH]n1
  6.0	-11.9	-3.6
> CCn1ncnc1CN1CCC(c2ccnc(-c3ccncc3)c2)C1 (stereo unspecified)
  .	-10.6	-7.9
> CC(C)CNc1nc(N)c([N+](=O)[O-])c(NCc2ccccc2)n1
  9.3	.	0.6
> CN1CCN2CCN(S(=O)(=O)N3CCCC3)CC2C1=O (stereo unspecified)
  -6.4	.	-2.0
> c1ccc2sc(SCc3cn4ccsc4n3)nc2c1
  9.4	.	2.5
> O=C(NN=Cc1ccc([N+](=O)[O-])cc1)c1cccc(Br)c1
  4.1	.	-3.4
> O=C(Cn1cnc([N+](=O)[O-])n1)Nc1cccc(Cl)c1Cl
  -8.2	-5.4	-2.0
> Cc1ccccc1-c1cnnc(NCC2COCCO2)n1 (stereo unspecified)
  -4.4	-0.4	-2.0
> Cc1cc(CNC(=O)Nc2cc(F)cc(N3CCCC3)c2)no1
  -3.7	.	2.1
> Cc1cc2ncc(C(=O)NC(C)C34CC5CC(CC(C5)C3)C4)c(C)n2n1 (stereo unspecified)
  10.5	.	-18.4
> CNc1cnc(-c2ccccc2NC(C)=O)cn1
  0.6	.	0.9
> CN1CCCC(C(=O)Nc2ccccc2Oc2ccccc2)CC1 (stereo unspecified)
  0.0	.	-18.2
> O=C1NC2=C(C(=O)CCC2)C(c2ccc(Cl)cc2)N1 (stereo unspecified)
  -1.5	.	-6.1
> COc1c(C)cc(C(=O)C2CCCN(C(=O)C(=O)Nc3ccccc3)C2)cc1C (stereo unspecified)
  2.6	-11.4	-5.3
> O=C(CSc1nnc(CNC(=O)c2ccco2)n1-c1ccc(F)cc1)Nc1nc2ccccc2s1
  4.7	-3.5	-4.5
> O=C(CNC(=O)c1cccnc1)N=Nc1c(O)[nH]c2ccccc12
  -2.6	0.6	1.5
> Cc1nc(=NC(=N)N)n(C)c2ccccc12
  -1.4	-4.9	-1.1
> CCOC(=O)c1scc(-c2ccc(C)cc2)c1S(=O)(=O)N1CCN(c2ccccn2)CC1
  12.6	-7.8	-5.0
> CC1(NO)CCCC/C1=N/O (stereo unspecified)
  -0.4	-1.9	3.5
> O=C1CCC(C(=O)N(Cc2ccc(F)cc2)C2CC2)=NN1c1ccccc1
  2.5	.	-9.3

Compounds were not picked by outcome, and some 0.29% of all compounds hit somewhere here.
